Compound activity (PubChem BioAssay)
m5-HT2A agonist: agonists of mouse serotonin 5-HT2A receptor (HTR2A); actives 0.66% (n = 360,000); P35363; CHO-K1 mHTR2A beta-arrestin complementation, luminescence; percent of 30 µM serotonin response; activation, % at 7.6 µM;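 active = activation above a run cutoff, the mean activation of all tested compounds plus 3 SD, cut at about 14% in these data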;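 note: 0% = plate median of compound wells and 100% = 30 µM serotonin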
TRPM1 prom inh: MITF TRPM1 promoter inhibition in SK-MEL-5 cells; actives 0.83% (n = 330,000); inhibition, % at 12.5 µM; SK-MEL-5 TRPM1 promoter luciferase, 24 h; AID 488899;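 active = mean inhibition across replicates of 60% or more, whatever share of single replicates reaches that level; inconclusive = some that reach 60%, reason not given; inactive = mean inhibition across replicates below 60%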; note: values of inactives mirror those of a sister screen read the other way
CaV13 FRET inh: Primary screen for inhibitors of IQ motif and Ca2+-dependent inactivation inhibitor domain binding in CACNA1D, Förster resonance energy transfer in living cells, …. HEK cells, CFP/YFP FRET ICDI-IQ, plate reader, 10 min; percent FRET-ratio fall versus neutral wells. inhibition, % at 12.3 µM. actives 0.098% (n = 340,000). AID 743397;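 active = mean replicate inhibition of at least 30% and at least 1% of replicates passing that level; inconclusive = only one of the two criteria is met; inactive = neither criterion is met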;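 note: 0% = median of the neutral control wells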
hiPSC survival: hiPSC single-cell survival enhancement; ATPlite luminescence; 100% = ROCK inhibitor wells, 0% = DMSO; survival enhancement, % at 20 µM; actives 0.044% (n = 360,000); AID 602274; in the data active = survival enhancement above about 18%;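 note: cells exposed to compounds for 16 hours before the ATP read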
Shn3 3UTR inh: reduces Shn3 3'UTR luciferase signal in osteoblasts. Clone20 osteoblast Shn3 3'UTR firefly luciferase, 24 h. inhibition, % at 12.5 µM. actives 0.52% (n = 360,000). AID 588674;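 active = mean inhibition of at least 75% with every replicate also reaching 75%; inconclusive = mean inhibition at least 75% but some replicate below; inactive = mean inhibition below 75%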;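 note: 0% = median of neutral control wells and 100% = pilot-screen positive control compound; some compounds past the cut are filed as inactive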
HIF-2a inh: HIF-2a inhibition; inhibition, % at 18.8 µM; actives 0.72% (n = 360,000); 786-0 RCC cells HIF-2a reporter, luciferase luminescence, overnight;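 active = inhibition of the luminescence signal of 40% or more relative to plate controls, in a single-dose primary screen at 18.75 µM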
NR2E3 ag-1: agonists of human NR2E3 nuclear receptor | inhibition of corepressor binding, % at 3.98 µM | AID 602229 | actives 0.35% (n = 360,000) | CHO-S Gal4-NCOR/VP16-NR2E3 two-hybrid, luciferase;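 active = inhibition above the mean of all tested compounds plus 3 SD, cut at about 70% in these data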;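 note: 0% = DMSO with NR2E3 transfected cells and 100% = cells lacking NR2E3 construct; higher means lower luciferase signal from less NR2E3 corepressor binding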
Target sequence (Q9Y5X4 whole entry, looked up, the tested form may be a part): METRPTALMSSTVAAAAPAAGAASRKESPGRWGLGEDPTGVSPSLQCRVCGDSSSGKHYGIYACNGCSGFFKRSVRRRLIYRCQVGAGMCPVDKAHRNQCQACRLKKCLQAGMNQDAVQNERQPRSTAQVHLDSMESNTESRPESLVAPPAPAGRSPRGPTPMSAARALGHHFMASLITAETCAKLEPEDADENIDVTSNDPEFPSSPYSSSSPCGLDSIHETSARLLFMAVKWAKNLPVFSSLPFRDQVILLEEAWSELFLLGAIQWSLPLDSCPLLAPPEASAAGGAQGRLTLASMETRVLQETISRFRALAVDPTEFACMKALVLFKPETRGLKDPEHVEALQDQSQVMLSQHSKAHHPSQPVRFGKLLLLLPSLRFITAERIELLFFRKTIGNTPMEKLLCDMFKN
Peg3 prom inh: inhibitors of Peg3 promoter; HeLa PEG-Prom luciferase reporter, luminescence, overnight; inhibition, % at 20 µM; actives 1.7% (n = 360,000);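 active = inhibition of at least 50% at 20 µM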
H9c2 protect: modulators protecting cardiomyocytes from myocardial damage. H9c2 cardiomyocytes, H2O2 injury protection, ATPLite, 2 h. protection from H2O2 cell death, % at 20 µM. actives 0.63% (n = 360,000). AID 588492;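 active = compounds giving at least 50% protection of heart cells from peroxide-induced death in the single-dose screen, raw or plate-pattern-corrected value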;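 note: 0% = DMSO wells with peroxide and 100% = DMSO wells without peroxide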
PDI turbidity: inhibitors of human protein disulfide isomerase | PDI insulin aggregation turbidity, A650, 90 min | inhibition, % at 10 µM | actives 0.052% (n = 350,000) | AID 588391;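 active = mean inhibition across replicates of 30% or more, whatever share of single replicates reach that level; inconclusive = mean inhibition below 30% while every single replicate reaches 30%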;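 note: absorbance from insulin aggregation driven by PDI reduction with DTT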
Target sequence (P07237 whole entry, looked up): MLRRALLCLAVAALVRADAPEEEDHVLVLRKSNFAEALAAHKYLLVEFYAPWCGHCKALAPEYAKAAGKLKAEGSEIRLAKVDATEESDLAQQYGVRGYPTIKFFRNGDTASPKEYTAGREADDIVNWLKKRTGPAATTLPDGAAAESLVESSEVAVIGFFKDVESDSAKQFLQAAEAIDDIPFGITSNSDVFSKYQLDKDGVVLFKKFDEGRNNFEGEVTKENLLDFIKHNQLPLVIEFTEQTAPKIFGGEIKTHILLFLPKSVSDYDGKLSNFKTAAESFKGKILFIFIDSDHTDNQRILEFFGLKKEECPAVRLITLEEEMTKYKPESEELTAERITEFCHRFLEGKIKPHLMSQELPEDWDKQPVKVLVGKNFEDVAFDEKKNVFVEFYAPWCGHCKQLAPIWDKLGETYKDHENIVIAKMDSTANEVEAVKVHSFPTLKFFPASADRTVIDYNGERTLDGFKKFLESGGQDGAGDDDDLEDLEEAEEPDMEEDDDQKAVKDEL
NR2E3 ag-2: activates human photoreceptor nuclear receptor NR2E3. inhibition of corepressor binding, % at 4.78 µM. actives 0.12% (n = 320,000). GST-NR2E3/biotin-RetCOR TR-FRET, 1536-well. AID 2300;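 active = percent inhibition above the cutoff of mean plus 3 SD of all tested compounds, set per screening campaign, cut at about 20% in these data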;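 note: 0% = DMSO wells and 100% = biotin wells as full block of FRET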
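System: GST-NR2E3 and biotin-RetCOR proteins; probe or stimulus: 7 nM biotin-RetCOR; doses: compound at 4.8 µM, single dose; schedule: Compound–protein incubation for 5 h at 4 °C; detection: time-resolved FRET; read-out: percent inhibition; controls: biotin wells as high control, 0.6% DMSO wells as low control; format: 1536-well plates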
Numbers without * were called inactive; ? = inconclusive; . = not tested or not shown.

SMILES	m5-HT2A agonist	TRPM1 prom inh	CaV13 FRET inh	hiPSC survival	Shn3 3UTR inh	HIF-2a inh	NR2E3 ag-1	Peg3 prom inh	H9c2 protect	PDI turbidity	NR2E3 ag-2
O=C(COc1cc(Cl)c(Cl)cc1Cl)NC(=O)NC1CCCC1	1	-7	.	-1.7	3	-143	9	-69	-2	-11	1
Cc1c(Cl)cccc1NC(=O)CC(C(=O)O)C1CCCO1 (stereo not drawn)	2	1	-6	-1.6	4	18	16	7	0	12	-2
COC(=O)c1sc(S(=O)(=O)N2CC(C)OC(C)C2)c(C(=O)OC)c1C (stereo not drawn)	-8	-3	-4	-0.1	3	15	-2	15	-2	1	2
CCOC(=O)c1c(NC(=O)CSc2nnc(-c3ccc(C)cc3)o2)sc(C(C)=O)c1C	0	12	-6	-1.5	1	-5	2	0	-12	-5	9
O=C(Nc1nnc(S(=O)(=O)N2CCCCCC2)s1)c1ccccc1F	2	-14	-6	-0.6	-1	-181	-110	-99	-3	-4	3
Cc1cccc(NC(=O)c2ccc3ccccc3n2)c1C	-2	-29	.	-3.0	-79	-149	-159	-259	-26	2	5
O=C(NCc1ccccn1)c1c(O)c2c([nH]c1=O)CCCC2	4	-22	-10	3.3	-33	-49	15	-50	4	10	3
CC(=O)C1=C(C)NC(SCc2cccc3ccccc23)=C(C#N)C1c1ccco1 (stereo not drawn)	-1	1	-3	1.6	11	10	-19	18	-2	-5	-3
CC(C)CCNC(=O)CCNS(=O)(=O)c1ccc(Cl)cc1	1	7	-8	-0.7	-2	-6	-12	3	6	2	-2
CC(C)[C@@H](CSc1ccccc1)N1CCN(Cc2ccccc2)CCC1=O	5	-6	-3	-2.9	-1	-1	5	5	1	-1	3
O=C(NC1CCCCC1)c1ccc(S(=O)(=O)N2CCOCC2)cc1	6	-9	.	2.8	2	7	14	10	3	-7	2
COc1ccc(-c2csc3nc(C)nc(N4CCN(C(C)=O)CC4)c23)cc1OC	2	8	3	0.0	-8	10	-24	11	1	3	-1
O=C(COC(=O)Cc1cccs1)Nc1cccc(S(=O)(=O)N2CCOCC2)c1	5	-3	-6	-0.5	-3	13	-7	7	0	-2	2
COc1ccc(C2Nc3ccccc3C(=O)N2O)cc1CN1CCOCC1 (stereo not drawn)	0	-2	-5	2.6	11	15	-3	-1	47	-4	1
O=C(O)CSC(=S)N1CCCC1	-1	1	-15	-0.3	5	16	-16	22	5	-4	0
Cc1ccc(C(C)C)c(Oc2nnnn2-c2ccccc2)c1	1	-4	-5	1.0	13	-11	-5	34	-14	-8	3
COC(=O)c1cc(S(=O)(=O)N2CCN(c3cccc(C)c3)C(C)C2)c[nH]1 (stereo not drawn)	3	-15	-4	-0.5	-30	2	-7	11	-7	-2	1
CCN(CC)C(=O)CSc1n[nH]c(=O)n1CCc1ccccc1	-3	2	-2	0.0	1	13	-29	15	0	6	3
Cc1sc2nc(COC(=O)c3ccc(N4CCCC4)c([N+](=O)[O-])c3)[nH]c(=O)c2c1C	-2	0	-7	0.7	7	-4	-10	0	8	2	-1
CCCCOc1ccc(C(=O)NCC(=O)NC(C)CCc2ccccc2)cc1 (stereo not drawn)	8	6	-6	-0.5	12	-21	5	15	-8	6	.
CC(C)CNC(=O)COCc1cc(-c2ccc3c(c2)OCO3)on1	13	-34	-17	-0.5	-20	-148	-49	-166	-1	3	0
COc1ccc(OC)c(S(=O)(=O)N2c3cc(F)ccc3CCC2C)c1 (stereo not drawn)	-1	11	.	-2.9	9	24	-1	12	-3	9	3
Cc1ccc(CNC(=O)/C=C/C(=O)O)cc1	-5	.	2	-2.3	-2	14	-11	4	2	-2	-2
COc1ccc(CNc2nc3ccccc3n2CCN2CCCCC2)c(OC)c1	-6	15	-5	-1.0	5	3	-9	8	-12	-7	3
COCCNC(=O)c1ccc(-c2cn[nH]c2)c2ccoc12	-6	.	-4	31*	-6	-27	-6	-18	3	6	.

Later entries:
SMILES	m5-HT2A agonist	TRPM1 prom inh	CaV13 FRET inh	hiPSC survival	Shn3 3UTR inh	HIF-2a inh	NR2E3 ag-1	Peg3 prom inh	H9c2 protect	PDI turbidity	NR2E3 ag-2
O=C(NCc1ccc(-c2nc3ccccc3s2)cc1)c1cc2ccccc2o1	0	-23	-5	-1.0	-27	7	-41	-21	-1	-19	-2
COc1ccccc1/C=N/NC(=O)CSc1cc(C)nc2ccccc12	1	1	-5	0.2	9	12	-45	7	-10	2	-2
Fc1cc(NC(=S)NCc2ccc(CNC(=S)Nc3ccc(Cl)c(F)c3)cc2)ccc1Cl	-3	17	-3	0.0	27	10	-5	33	-12	0	1
CCCc1cc(C(=O)NC2CCCN(Cc3ccccc3F)C2)no1 (stereo not drawn)	4	5	-4	-0.5	4	6	12	6	-2	0	2
CCCc1nc(SCC(=O)N2CCCC2)c2ccccc2n1	6	18	-5	-0.5	-15	34	4	13	4	-4	3
O=C(Nc1ccc2c(c1)oc1ccccc12)C1CC1	-1	-41	.	-0.2	64	-219	-75	-230	-31	-4	3
CN(Cc1cccnc1)C(=O)CC1C(=O)NCCN1Cc1ccc(-c2ccccc2)cc1 (stereo not drawn)	3	-6	-5	0.7	1	8	5	7	7	-5	3
COc1ccc(-n2nnnc2SCC(=O)NCc2cccs2)cc1	5	12	-3	-0.4	-13	19	-7	0	1	-3	-1
COc1ccccc1NS(=O)(=O)c1cccc(C(=O)N2CC(C)OC(C)C2)c1 (stereo not drawn)	-1	0	-6	0.1	-5	4	-14	13	1	5	0
COc1ccc(S(=O)(=O)N2CCN(c3ccc(F)cc3)CC2)cc1C(=O)N1CCCC1	-9	.	-3	0.8	10	8	5	9	-6	7	5
Cc1cccc(Nc2c(O)nc[nH]c2=O)c1	-4	11	-6	-3.8	18	5	-1	4	1	-10	.
COc1ccc(NS(=O)(=O)c2ccc(Cl)c(C(=O)O)c2)cc1S(=O)(=O)N1CCCCC1	1	-1	-3	-1.7	4	16	-10	-1	-8	5	0
COC(=O)CSc1nccc(-c2ccc(F)cc2)c1C#N	-1	-10	-4	-0.9	-5	5	-8	-5	-4	-1	-4
O=Cc1cnc2ccccc2c1-c1ccccc1	2	11	-21	-0.7	2	21	-9	37	2	2	-1
CCn1c(=NC(=O)CSC(C)=O)sc2ccccc21	4	-4	.	-1.1	-2	16	-17	12	16	?	4
CCOc1ccc(-n2c(C)cc(/C=N/Nc3nc(C)cc(=O)[nH]3)c2C)cc1	3	-5	-4	-0.5	20	-18	-25	-11	1	4	-2
O=C1C(=O)N(Cc2cccc([N+](=O)[O-])c2)c2ccccc21	-2	0	9	-1.7	-30	10	-18	16	1	6	1
COc1ccc(F)cc1-c1cc(C(=O)NC2CCCCC2)[nH]n1	-3	.	-6	-1.1	-20	-152	-56	-109	2	-7	.
COc1ccccc1CN(C)C(=O)C1(c2ccc(Cl)cc2)CC1	-2	-3	-7	3.0	9	12	0	12	11	0	7
O=C(CSc1nc(-c2ccccc2Cl)ns1)NCc1ccc2c(c1)OCO2	-2	-11	-20	0.3	-15	-6	-12	-3	-1	6	1
COc1cc(-c2cc(-c3ccc(O)cc3)nc(N)c2C#N)ccc1O	0	-7	-5	1.2	6	-112	36	-35	50*	-11	0
O=C(O)c1cc2ncc(-c3[nH]ncc3[N+](=O)[O-])cn2n1	2	-8	1	0.9	10	5	12	2	-6	-17	-3
c1ccc2c(Nc3nncs3)c3ccccc3nc2c1	3	2	9	0.9	-13	20	-7	20	-4	-3	-2
CCOc1ccc(CCNC(=O)c2cc([N+](=O)[O-])ccc2N2CCOCC2)cc1OCC	0	1	-5	0.5	17	3	2	19	-2	1	6
COc1ccc(C=O)c(OCc2cn(CC(=O)c3ccc(O)cc3)nn2)c1	-1	3	-5	4.0	16	1	-3	4	9	3	.
COc1cc(CN2CCc3ccc(NC(=O)CCc4ccccc4OC)cc3C2)ccc1O	-14	1	-5	0.2	-8	-9	6	-22	-4	7	2
O=C(CSc1nc2ccc(Cl)cc2[nH]1)NCCc1ccccc1	0	18	-3	0.7	10	12	20	-44	-5	-17	-5
O=C(CN1CCN(CC(=O)Nc2ccccc2F)CC1)Nc1ccc2c(c1)OCCO2	-5	-4	-4	-0.1	6	9	-17	-11	-6	1	1
CCC(C)C(NC(=O)c1ccc(Cl)cc1Cl)C(=O)O (stereo not drawn)	-4	9	-4	-1.0	16	11	-27	-9	4	-2	4

Quoted at random: 4 entries already listed
SMILES	m5-HT2A agonist	TRPM1 prom inh	CaV13 FRET inh	hiPSC survival	Shn3 3UTR inh	HIF-2a inh	NR2E3 ag-1	Peg3 prom inh	H9c2 protect	PDI turbidity	NR2E3 ag-2
COc1cc(-c2cc(-c3ccc(O)cc3)nc(N)c2C#N)ccc1O	0	-7	-5	1.2	6	-112	36	-35	50*	-11	0
COc1ccccc1/C=N/NC(=O)CSc1cc(C)nc2ccccc12	1	1	-5	0.2	9	12	-45	7	-10	2	-2
COc1ccc(C=O)c(OCc2cn(CC(=O)c3ccc(O)cc3)nn2)c1	-1	3	-5	4.0	16	1	-3	4	9	3	.
O=C(CSc1nc2ccc(Cl)cc2[nH]1)NCCc1ccccc1	0	18	-3	0.7	10	12	20	-44	-5	-17	-5

A draw from above in order of formula weight, largest number first:
SMILES	m5-HT2A agonist	TRPM1 prom inh	CaV13 FRET inh	hiPSC survival	Shn3 3UTR inh	HIF-2a inh	NR2E3 ag-1	Peg3 prom inh	H9c2 protect	PDI turbidity	NR2E3 ag-2
O=C(CN1CCN(CC(=O)Nc2ccccc2F)CC1)Nc1ccc2c(c1)OCCO2	-5	-4	-4	-0.1	6	9	-17	-11	-6	1	1
O=C(CSc1nc(-c2ccccc2Cl)ns1)NCc1ccc2c(c1)OCO2	-2	-11	-20	0.3	-15	-6	-12	-3	-1	6	1
COc1ccccc1/C=N/NC(=O)CSc1cc(C)nc2ccccc12	1	1	-5	0.2	9	12	-45	7	-10	2	-2
CCC(C)C(NC(=O)c1ccc(Cl)cc1Cl)C(=O)O (stereo not drawn)	-4	9	-4	-1.0	16	11	-27	-9	4	-2	4
O=C(Nc1ccc2c(c1)oc1ccccc12)C1CC1	-1	-41	.	-0.2	64	-219	-75	-230	-31	-4	3
